# CXCR6 block = blocks human CXCR6 beta-arrestin recruitment. O00574. CHO-K1 PathHunter CXCR6 beta-arrestin, luminescence. inhibition, % at 20 µM. actives 0.36% (n = 360,000); in the data active means inhibition above about 34%, passing the limit was not always enough;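 further: antagonist mode with CXCL16 agonist at 10 nM final; 0% = 10 nM CXCL16 with DMSO and 100% = unstimulated wells without agonist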
# Target sequence (O00574 whole entry, looked up): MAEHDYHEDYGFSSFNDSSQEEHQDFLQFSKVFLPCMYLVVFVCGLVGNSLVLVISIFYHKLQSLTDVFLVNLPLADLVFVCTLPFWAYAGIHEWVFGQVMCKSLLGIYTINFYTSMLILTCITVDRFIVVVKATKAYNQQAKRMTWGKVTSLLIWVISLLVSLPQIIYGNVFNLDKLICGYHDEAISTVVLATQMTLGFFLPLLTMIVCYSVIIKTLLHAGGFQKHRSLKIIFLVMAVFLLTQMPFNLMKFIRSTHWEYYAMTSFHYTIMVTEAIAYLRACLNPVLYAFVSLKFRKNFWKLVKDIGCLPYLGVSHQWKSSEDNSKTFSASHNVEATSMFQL
# Mdm2-MdmX inh = disrupts the human Mdm2-MdmX interaction. O15151+Q00987. SaOS-2 split-luciferase Mdm2/MdmX complementation, luminescence. inhibition, % at 8 µM. actives 3% (n = 330,000);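 active means inhibition of at least 50% at 8 µM in the primary screen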
# TIM10 inh = TIM10 yeast growth inhibition. inhibition, % at 10 µM. actives 1.4% (n = 330,000). AID 463195. S. cerevisiae TIM10 strain growth, BacTiter-Glo luminescence, 24 h;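 active means inhibition of 40% or more at the single tested concentration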;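 further: wild-type TIM10 isogenic control strain grown at permissive 25 °C; 0% = DMSO yeast wells and 100% = minimal medium wells without yeast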
# tim23-1 inh = growth inhibitors of tim23-1 mutant yeast | actives 1.3% (n = 330,000) | S. cerevisiae tim23-1 growth, BacTiter-Glo luminescence, 24 h | inhibition, % at 20 µM;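 active means growth inhibition of the mutant yeast at or above 50%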;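 further: temperature-sensitive mutant grown at 25 °C; plate controls were DMSO-treated mutant yeast for no effect and medium wells lacking yeast for full effect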
# XBP1 UPR activ = adaptive UPR (XBP1) activation; CHO-XBP1 luciferase reporter, IRE1-XBP1 UPR activation, luminescence; percent of tunicamycin response, DMSO as zero; activation, % at 20 µM; actives 0.33% (n = 330,000); AID 463104;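 active means versus positive control, 20 µM dose yields 30% or more activation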;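 further: 100% = tunicamycin at 10 µg/mL and 0% = DMSO only wells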
#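 assay system = CHO-XBP1 luciferase reporter cells | amount = 1000 cells/well | buffer or medium = F12 plus 10% FBS | compound dosing = single point, 20 µM final compound, 1% DMSO | incubation = 16-18 h cell attachment at 37 °C, then 6 h compound exposure | detection = Steady-Glo luminescence read | controls = tunicamycin 10 µg/mL and vehicle-only wells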
# UPR CHOP act = apoptotic UPR (CHOP) activation. actives 0.34% (n = 330,000). activation, % at 10 µM. CHO-CHOP luciferase reporter, luminescence; percent of tunicamycin response over DMSO baseline. AID 449763;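 active means at 10 µM dose, activation of 40% or more, normalized to positive control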;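 further: 100% = tunicamycin at 10 µg/mL and 0% = DMSO alone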
#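 Dosing – one dose, 10 µM in 0.5% DMSO · System – CHO-CHOP cells, stable luciferase reporter of PERK-eIF2a-CHOP signalling · Input – 500 cells/well · Control set – tunicamycin 10 µg/mL final as positive, DMSO-only wells as negative · Timing – 6 h compound treatment, 37 °C · Measure – % activation vs tunicamycin · Technique – luminescence read with Steady-Glo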
# APJ antagonist = blocks the human apelin receptor APJ | P35414 | CHO-K1 APJ beta-arrestin complementation, luminescence | inhibition, % at 20 µM | actives 0.32% (n = 330,000) | AID 2521;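 active means inhibition above about 40% at 20 µM, limit read from the data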;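 further: cells challenged with 10 nM apelin-13 agonist together with compound; plate controls were apelin-13 plus DMSO wells for no effect and DMSO wells lacking apelin-13 for full effect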
# Target sequence (P35414 whole entry, looked up): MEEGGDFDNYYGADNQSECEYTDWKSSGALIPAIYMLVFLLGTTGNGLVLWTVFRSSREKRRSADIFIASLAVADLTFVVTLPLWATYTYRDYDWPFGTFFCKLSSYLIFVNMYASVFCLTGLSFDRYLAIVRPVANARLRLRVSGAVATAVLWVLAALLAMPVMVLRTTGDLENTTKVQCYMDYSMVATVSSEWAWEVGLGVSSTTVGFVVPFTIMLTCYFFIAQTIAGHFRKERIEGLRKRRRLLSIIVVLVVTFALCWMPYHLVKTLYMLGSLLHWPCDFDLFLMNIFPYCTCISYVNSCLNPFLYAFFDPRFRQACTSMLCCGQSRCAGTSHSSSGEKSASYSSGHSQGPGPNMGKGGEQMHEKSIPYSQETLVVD
# APJ agonist = activates the human apelin receptor APJ; P35414; CHO-K1 APJ PathHunter beta-arrestin, luminescence; 0% DMSO wells, 100% apelin; activation, % at 20 µM; actives 0.11% (n = 330,000);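 active means activation more than six SD over the plate average, tested at 20 µM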;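 further: 0% = DMSO alone and 100% = apelin-13 at 10 nM; some results filed as inactive read as strong as hits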
#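 Material: CHO-K1 APJ beta-arrestin complementation cell line; Input: cell density 1000 per well; Incubation: compound stimulation 90 min at 25 °C, detection 60 min; Signal: luminescence from split beta-galactosidase complementation, Galacton Star/Emerald II substrate; Controls: DMSO-only wells as negative, 10 nM Apelin-13 as positive control.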
# tim10-1 inh = tim10-1 yeast growth inhibition. S. cerevisiae tim10-1 ts strain growth, BacTiter-Glo, 24 h. inhibition, % at 20 µM. actives 2.2% (n = 330,000). AID 463190;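 active means inhibition of at least 40%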;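 further: mutant grown at 25 °C; 0% = DMSO wells with yeast and 100% = wells holding no yeast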
# Numbers without * were called inactive; / = no result given; & = joins results of further samples.
SMILES,CXCR6 block,Mdm2-MdmX inh,TIM10 inh,tim23-1 inh,XBP1 UPR activ,UPR CHOP act,APJ antagonist,APJ agonist,tim10-1 inh
Cc1cc(C)cc(OCc2nnc(SCC(=O)c3ccccc3)o2)c1,1,11,19,14,0,1.6,12,-2,27
CC1(C)Cc2c(c(N3CCOCC3)nc3sc(C(=O)Nc4ccccc4)c(N)c23)CO1,-8,-11,-10,2,4,28,1,1,19
Cn1c(CNc2ccc(Cl)cc2)nnc1SCCN1CCCCC1,-11,5,-12,2,-1,-0.9,6,1,-3
CCC1CCCCN1S(=O)(=O)c1ccc(NC(=O)c2snnc2C)cc1 (stereo not drawn),-1,36,8,31,-9,2.6,-9,3,37
O=C(Nc1nc2ccccc2n1CCN1CCOCC1)c1ccc(Cl)cc1,24,24,5,18,1,1.7,5,-6,12
O=C(NCCCN1CCOCC1)c1ccc2nc(Cc3cccc(Cl)c3)oc2c1,-4,8,4,-6,-6,-2.7,-21,12,-5
CCOC(=O)C(=O)Nc1nnc(CCc2ccccc2)s1,-3,15,0,20,2,0.9,16,3,-2
COc1cc(OC)c(C2SCCS2)c(OC)c1,-2,6,-5,15,-1,1.0,7,-3,1
Nc1ccc(N=Nc2ccccc2)c2ccccc12,-2,30,65*,80*,0,0.0,30,-8,49*
CC(C)C(=O)O/N=C(\N)c1ccc(Oc2ccc(Cl)cc2)c([N+](=O)[O-])c1,-5,4,33,11,4,2.8,-6,1,8
Cc1cccc(OCC(=O)NNC(=O)CSc2ncc(C#N)c(N)n2)c1,18,-20,5,11,0,-0.9,-11,-2,-1
CCn1c(SCC(=O)c2ccc(O)c(O)c2)nnc1-c1ccccc1,-1,11,5,-20,6,-0.4,-19,-3,-5
O=C(N/N=C/c1cn(Cc2cccc(F)c2)c2ccccc12)c1cc(O)cc(O)c1,-7,23,4,12,-4,0.5,1,3,-7
Cc1ccc(NS(=O)(=O)c2ccc(N3C(=O)CCC3=O)cc2)cc1,2,-7,8,-7,0,-4.0,6,-5,10
CC1CC(C)(C)CC2(C1)NC(=O)N(CC(=O)N(C)Cc1nc3ccccc3c(=O)[nH]1)C2=O (stereo not drawn),1,-35,5,-7,-2,-0.5,-5,13,3
Cc1cc(C(=O)OCC(=O)N(C)c2ccccc2)ccc1[N+](=O)[O-],-2,11,-2,16,-3,1.0,-5,-2,21
O=C(O)CCSc1nnc(SCC(=O)NC2CCS(=O)(=O)C2)s1 (stereo not drawn),-8,27,-2,-1,1,0.2,0,-3,-7
Cc1cccc[n+]1C1C(c2ccc([N+](=O)[O-])cc2)C(C#N)=C(C(=C=[N-])C#N)NC1(O)C1CC1 (stereo not drawn),1,7,8,-3,-1,0.0,-12,0,14
Cc1cc(C)n(CC(=O)NN)n1,-9,24,-2,10,-2,-1.4,4,-2,-8
Cc1ccc(C)c(S(=O)(=O)N2CCN(C(=O)CCC(=O)c3cc(C)sc3C)CC2)c1,-2,25,22,37,-6,1.4,-1,-4,30

# Record cards, from the list above.
# Record of O=C(N/N=C/c1cn(Cc2cccc(F)c2)c2ccccc12)c1cc(O)cc(O)c1 → CXCR6 block = -7; Mdm2-MdmX inh = 23; TIM10 inh = 4; tim23-1 inh = 12; XBP1 UPR activ = -4; UPR CHOP act = 0.5; APJ antagonist = 1; APJ agonist = 3; tim10-1 inh = -7
# Record of O=C(O)CCSc1nnc(SCC(=O)NC2CCS(=O)(=O)C2)s1 (stereo not drawn) → CXCR6 block = -8; Mdm2-MdmX inh = 27; TIM10 inh = -2; tim23-1 inh = -1; XBP1 UPR activ = 1; UPR CHOP act = 0.2; APJ antagonist = 0; APJ agonist = -3; tim10-1 inh = -7

# The list goes on.
SMILES,CXCR6 block,Mdm2-MdmX inh,TIM10 inh,tim23-1 inh,XBP1 UPR activ,UPR CHOP act,APJ antagonist,APJ agonist,tim10-1 inh
CC1=C(C(=O)Nc2cccc(C(=O)N3CCC(C(N)=O)CC3)c2)SCCO1,-2,-10,-4,1,-2,-0.8,-14,6,11
CCNC(=S)N(Cc1ccccc1)Cc1nc2ccccc2c(=O)[nH]1,-2,-5,-8,3,0,2.4,-1,-1,16
COc1ccc(Cl)cc1N1C(=O)C2CCCN2C1c1cccc(F)c1 (stereo not drawn),0,-4,-3,19,0,0.7,21,-3,12
COc1ccccc1NC(=O)COc1ccc(C(=O)OCC(=O)NC(C)(C)C)cc1OC,-12,19,16,5,-4,0.8,-6,-1,9
Cc1cc(/C=C(\C#N)C(=O)NCc2ccco2)c(C)n1-c1ccc(C(=O)O)cc1,0,9,-5,19,-3,0.8,7,-4,9
CC1CN(CCOc2ccccc2-c2ccccc2)CC(C)O1 (stereo not drawn),12,9,-13,-4,-2,-0.1,5,-2,-23
Cc1ccc(S(=O)(=O)N2CCC(C(=O)OC(C)C(=O)NCc3ccccc3)CC2)cc1C (stereo not drawn),-7,1,12,11,-8,1.4,-5,-1,-8
O=C(Nc1cccc(-c2cnc3ccccc3n2)c1)c1ccccc1,3,57*,3,0,2,4.3,22,-5,2
CC1(C)CC(=O)C(C(c2ccncc2)C2C(=O)CC(C)(C)CC2=O)C(=O)C1,5,2,4,11,4,-0.3,-5,-2,2
COc1cc(N2CN=c3s/c(=C\c4ccccn4)c(=O)n3C2)cc(OC)c1OC,4,-3,2,16,-3,1.0,3,3,16
COc1ccc(NC(=O)NNC(=O)COc2ccc3cc(Br)ccc3c2)cc1OC,6,-19,11,24,-3,-0.5,-28,8,11
COc1ccc2cnnc(SCC(=O)Nc3ccccc3)c2c1OC,-1,25,10,25,3,0.6,-8,5,18
Cc1c(CN2CCC(Oc3ccc(C(=O)N4CCCCC4)cc3)CC2)cnn1C,-4,3,3,8,-3,-1.7,2,3,11
COc1ccc(S(=O)(=O)N2CCCCC2)cc1NC(=O)C1COc2ccccc2O1 (stereo not drawn),6,0,18,32,6,1.3,-28,12,28
CCOc1ccc(Br)cc1C(=O)N/N=C/c1cccc(C)n1,10,-1,-27,6,-1,-0.8,-14,-2,27
COc1ccc(C2CC(c3cccs3)=NN2C(=O)CSc2nc(=O)n3cc(C)ccc3n2)cc1 (stereo not drawn),-4,18,17,20,-3,0.3,19,-3,21
O=C(Cc1ccsc1)NNC(=O)c1ccccc1Cl,6,15,-9,-5,-2,1.1,23,-4,-1
CCn1cnc2c1c(=O)n(Cc1nnc3n1-c1ccccc1SC3)c(=O)n2Cc1ccccc1,-2,22,8,1,-3,-2.4,10,-5,10
CCN1CCc2c(OCC(=O)N3CCCCC3)cccc2C1=O,4,14,-15,6,-3,1.1,-1,1,8
Cc1ccc(C)c(NC(=O)CN(C)C(=O)C2CCN(S(=O)(=O)c3ccc4c(c3)OCCO4)CC2)c1,-8,19,2,-1,-3,0.5,-51,6,-15
COc1cccc(NC(=S)N2CCN(C)CC2)c1,-10,3,6,2,-5,-1.5,3,-1,-11
O=C1CCc2cc(S(=O)(=O)NCc3ccc(F)cc3)cc3c2N1CCC3,2,30,4,-10,-7,-0.9,-8,-5,7
O=C1CN(C(=O)COC(=O)c2ccc(N3CCCCCC3)c([N+](=O)[O-])c2)c2ccccc2N1,11,7,16,10,-4,1.2,18,-3,12
O=C(/C=C/c1cccc(Br)c1)Nc1nn[nH]n1,/,1,-2,8,0,-1.9,20,-3,-16
Cc1ccc(S(=O)(=O)CCC(=O)Nc2cccc(C)c2)cc1,8,3,-5,-4,0,-0.6,3,1,-3
C#CCOCCOCCOCCNc1nc(N2CCN(C(=O)[C@H](CCCCN)n3cc(C(N)CO)nn3)CC2)nc(N2CCN(C(=O)[C@H](CCC(=O)O)n3cc(C(N)CC(C)C)nn3)CC2)n1 (stereo partly drawn),/,41,-2,7,-1,-0.2,16,2,13
O=S(=O)(c1cccc(F)c1)N1CCN(C(=S)NCc2ccccc2)CC1,8,22,4,17,1,-1.1,-13,-3,0
COc1ccc2c(-c3ccc(S(N)(=O)=O)cc3)c(-c3ccc(S(C)(=O)=O)cc3)sc2c1,-8,67*,15,22,-2,2.6,-4,-1,12
CCOCCCNS(=O)(=O)c1cc2[nH]c3c(c2cc1C)C(=O)CC(C)(C)C3,-6,28,-3,1,-5,0.6,6,-2,1
Cc1nnc(SCC(=O)Nc2nsc(-c3ccccc3)n2)s1,-14,-17,1,-4,-2,2.0,3,-3,2
CCN(C(=O)COC(=O)c1cc(NS(=O)(=O)c2ccc(Cl)c([N+](=O)[O-])c2)ccc1O)C1CCCCC1,2,33,-5,-15,0,-0.9,5,-1,0
O=C1SC(SC(=Nc2ccccc2)Nc2ccccc2)C(=O)N1c1ccccc1 (stereo not drawn),-4&0,-12,26,47,-5,-0.2,-7,-5,39
Cc1ccc(OCCC(=O)NNC(=O)c2nn(C)c(=O)c3ccccc23)cc1,-2,20,-11,3,-1,0.2,2,-3,-7
COc1ccc2c(CC(=O)NC3CCCc4ccccc43)coc2c1 (stereo not drawn),0,-3,29,24,-2,-1.5,-5,-3,19
COC(=O)[C@@]12CCCCN1[C@H](c1ccc(-c3cccc(Cl)c3)cc1)[C@H]1C(=O)N(C)C(=O)[C@H]12,7,33,22,36,1,1.8,-7,-8,28
Cc1ccc(NC(=O)CS(=O)(=O)c2c[nH]c3ccccc23)c(C)c1,5,1,7,18,2,-0.2,2,2,20
COC(=O)c1ccc(N(CC(=O)NC2CCCCC2)C(=O)CNC(=O)c2ccco2)cc1,-2,-2,-15,11,-2,0.5,-1,-2,2
CC(=O)Oc1ccc(-c2csc(Nc3cccnc3)n2)cc1,-7,-11,-2,0,6,1.4,-6,3,15
O=C(NCCc1cccs1)C1CCC(=O)N(CCc2cccc(F)c2)C1 (stereo not drawn),-8,12,3,-11,-2,0.3,21,-2,-6
COc1ccc(C(=O)Nc2ccc(O)c3c(=O)cc(-c4cccc(Cl)c4)oc23)cc1,6,33,-7,14,0,3.9,24,-6,8
CCOc1ccc(S(=O)(=O)NCc2ccncc2)cc1,-2,6,5,2,4,4.3,3,-2,10
Nn1c(SCCOc2ccc(Cl)cc2)nnc1-c1cccnc1,-3,-9,-4,11,2,-0.1,1,-2,13
O=C([O-])c1ccccc1-[n+]1c(-c2ccccc2)cc(-c2ccccc2)cc1-c1ccccc1,-4,19,9,4,-2,1.5,11,7,1
Cc1occc1-c1nnc(SCC(=O)N(C)CCC#N)n1N,-5,6,7,11,-2,0.6,2,-3,-1
O=C(NNC(=O)c1ccccc1[N+](=O)[O-])Nc1ccc(Cl)cc1,-15,-3,9,4,2,0.2,-5,-2,-7
CCCn1cnc2c(N)c(C)c(C)cc21,-3,10,4,-9,1,-3.2,9,-3,9
Cc1ccc(S(=O)(=O)N2CCN(C(=O)/C=C/c3ccco3)CC2)cc1,4,-22,6,-2,3,0.2,12,0,5

# High-throughput results (PubChem)

# These rows are one share of the data; rates above refer to the full screens.
